Assay outcomes as filed in PubChem.
Efflux pump mplx = inhibitors of Candida antifungal efflux pumps expressed in yeast. inhibition, % at 10 µM. 330,000 tested, 0.44% active. S. cerevisiae Candida pump triplex, Nile Red efflux. AID 485275;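 active = plate passing quality check with inhibition over a set limit, or well fluorescence over plate mean plus 4 SD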;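 note: Nile Red retained in pooled yeast measured as flow cytometry median fluorescence; 0% = buffer negative control and 100% = Enniatin B positive control; higher means more Nile Red kept so more efflux inhibition; some compounds called inactive have numbers as strong as hits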
PME-1 primary = blocks human protein phosphatase methylesterase 1; AID 2130; recombinant PME-1, FP-Rh probe fluorescence polarization; 320,000 tested, 0.53% active; inhibition, % at 5.9 µM;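 active = inhibition above the campaign mean of all compounds plus 3 SD, cut at about 26% in these data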;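 note: competitive labeling of PME-1 active site by serine hydrolase directed probe; 0% = PME-1 with DMSO and 100% = wells lacking PME-1 enzyme; inhibitors block probe labeling so polarization falls and inhibition rises; many of its hits are not listed in these tables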
Target sequence (Q9Y570 whole entry, looked up): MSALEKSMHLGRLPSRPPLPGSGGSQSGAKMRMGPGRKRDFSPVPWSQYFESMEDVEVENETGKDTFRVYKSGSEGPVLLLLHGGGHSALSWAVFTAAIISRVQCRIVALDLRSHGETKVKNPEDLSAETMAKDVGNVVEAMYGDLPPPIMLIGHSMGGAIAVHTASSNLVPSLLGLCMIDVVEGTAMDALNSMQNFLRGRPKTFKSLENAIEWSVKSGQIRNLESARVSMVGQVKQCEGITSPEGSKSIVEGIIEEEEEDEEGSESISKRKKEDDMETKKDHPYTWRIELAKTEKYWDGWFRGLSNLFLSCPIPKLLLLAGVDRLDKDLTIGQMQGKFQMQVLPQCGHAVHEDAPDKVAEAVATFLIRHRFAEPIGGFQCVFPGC
GRK2 aptamer HTS = inhibitors of human GRK2 displacing RNA aptamer; P25098; bead flow cytometry, FAM-aptamer displacement from GRK2; inhibition of aptamer binding, % at 10 µM; 330,000 tested, 0.59% active; AID 488847;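 active = inhibition of aptamer binding above 40%, roughly 3 SD of noise, on plates passing a quality check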;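 note: median bead fluorescence of bound FAM aptamer so fluorescent compounds give negative values; no value below 0 was filed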
VLA-4 inh = inhibition in a human VLA-4 binding assay | inhibition, % (about 7 µM as worked out from the volumes in the protocol) | 330,000 tested, 0.2% active | P13612 | AID 2557 | VLA-4 expressing cells, ligand binding flow cytometry; in the data active = inhibition above about 50%
Fam108B counter = Fam108B inhibition, counter-screen for RBBP9 inhibitors. recombinant Fam108B, FP-Rh probe fluorescence polarization. inhibition, % at 9.51 µM. 300,000 tested, 0.33% active;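 active = inhibition above the screen mean inhibition plus 3 SD, computed separately per campaign, cut at about 18% in these data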;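 note: inhibitors lower polarization as less probe binds the enzyme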
MCL1 BIM primary = disrupts human MCL1 binding to BIM-BH3 peptide; Q07820; GST-MCL1 / FITC-Bim-BH3 fluorescence polarization; inhibition, % at 10.9 µM; 320,000 tested, 0.68% active;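 active = inhibition above the mean inhibition of all tested compounds plus 3 SD, set per campaign, cut at about 40% in these data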;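 note: 0% = DMSO wells and 100% = unlabeled Bim-BH3 peptide control; higher means more loss of mP so more displacement of Bim peptide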
Target sequence (Q07820 whole entry, looked up): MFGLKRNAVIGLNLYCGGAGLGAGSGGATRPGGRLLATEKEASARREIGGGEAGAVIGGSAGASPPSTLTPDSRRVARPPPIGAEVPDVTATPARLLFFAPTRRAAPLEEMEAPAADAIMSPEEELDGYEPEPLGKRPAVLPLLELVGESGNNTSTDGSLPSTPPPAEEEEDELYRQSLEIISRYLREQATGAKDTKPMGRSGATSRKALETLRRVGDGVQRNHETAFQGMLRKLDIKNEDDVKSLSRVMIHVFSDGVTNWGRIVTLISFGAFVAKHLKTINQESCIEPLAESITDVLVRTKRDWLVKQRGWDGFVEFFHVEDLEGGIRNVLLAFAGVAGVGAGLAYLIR
MEX-5 binding = C. elegans MEX-5 TCR-2 RNA binding activity; 300,000 tested, 0.38% active; activity score (negative = inhibition of binding), % at 10 µM; MEX-5/FITC-TCR2 RNA binding, fluorescence polarization; stronger effect = lower value; Q9XUB2;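 active = inhibition past about -25% in most replicates, and total fluorescence under double the plate's negative control median, limit read from the data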;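 note: 0% = DMSO and -100% = 5 µM competing unlabeled TCR2 RNA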
GLD-1 TGE inh = GLD-1-TGE RNA interaction inhibition (C. elegans); purified GLD-1 + fluorescein TGE RNA, fluorescence polarization; inhibition, % at 5.96 µM; AID 2280; 320,000 tested, 0.44% active;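 active = percent inhibition above a per-plate cutoff, the plate mean of test compounds plus 3 SD, cut at about 30% in these data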;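 note: 0% = DMSO wells with GLD-1 and probe and 100% = wells lacking GLD-1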
Bcl-xL primary = blocks human Bcl-xL binding to Bim BH3 peptide. Q07817. GST-Bcl-xL / FITC-Bim BH3 peptide fluorescence polarization. inhibition, % at 10.9 µM. 320,000 tested, 0.7% active. AID 2129;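 active = inhibition above the mean of all tested compounds plus 3 SD, cutoff set per campaign, cut at about 30% in these data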;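 note: 0% = DMSO wells and 100% = unlabeled Bim-BH3 peptide competitor; inhibitors lower millipolarization by displacing the labeled peptide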
Target sequence (Q07817 whole entry, looked up): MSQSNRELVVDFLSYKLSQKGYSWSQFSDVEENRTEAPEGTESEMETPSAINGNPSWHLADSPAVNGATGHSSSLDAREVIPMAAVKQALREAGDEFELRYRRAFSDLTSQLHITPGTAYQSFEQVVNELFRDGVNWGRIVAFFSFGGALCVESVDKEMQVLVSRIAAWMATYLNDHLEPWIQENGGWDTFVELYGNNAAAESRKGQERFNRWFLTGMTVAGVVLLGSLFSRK
* hit, by the source's call; . = no result given. These rows are one share of the data; the hit share may differ from the screen's.

Results follow in this order: Efflux pump mplx, PME-1 primary, GRK2 aptamer HTS, VLA-4 inh, Fam108B counter, MCL1 BIM primary, MEX-5 binding, GLD-1 TGE inh, Bcl-xL primary
> COCCn1c(SCC(=O)Nc2cccc(NC(C)=O)c2)nc2c([nH]c3ccccc32)c1=O
  0.3, 7, 1, 8, -4, 1, 2.4, 1, 4
> Cc1c(NC(=O)c2ccccc2N)cccc1C(=O)O
  0.0, -6, 0, -5, -1, -2, -1.1, -4, 4
> CC(=O)C1=C(c2ccccc2)NC(=O)NC1c1ccc2c(c1)OCO2 (stereo unspecified)
  0.0, -7, 2, 8, -2, 6, 0.8, -2, 1
> O=C(Nc1ccc(F)cc1)c1ccc(Cn2cnnn2)cc1
  -0.2, 2, 0, 10, 2, 2, -3.3, 5, -1
> CSc1nc(O)c(C(c2ccccc2)c2c(O)nc(SC)[nH]c2=O)c(=O)[nH]1
  -0.1, 0, 1, 1, 5, -1, 0.1, 2, 8
> Cc1ccccc1NC(=O)CCN1C(=O)c2ccccc2C1=O
  -0.2, -5, 0, 12, -1, 3, -2.3, -8, 3
> CCCOc1ccc(CNC(=S)NCc2ccc(OC(C)C)cc2)cc1
  0.1, 13, 1, 1, 7, 10, 2.4, 1, 6
> Cc1ccccc1NC(=O)N1CCCN(c2ccc(C#N)cn2)CC1
  0.1, -4, 0, 5, -7, 1, -0.4, 2, 5
> COc1ccc(Nc2nc(C)cc(=O)[nH]2)cc1
  -0.2, 6, 0, 4, 0, 6, -0.9, -2, 2
> CCOc1ccc(N2C(=O)CC(SC(=NC)Nc3cccc(F)c3)C2=O)cc1 (stereo unspecified)
  0.3, -4, 2, -3, 1, 7, 1.4, 5, 3
> CCCOc1ccc(N2CC(C(=O)NCCc3ccc(OC)c(OC)c3)CC2=O)cc1 (stereo unspecified)
  0.0, -12, 0, 3, -1, -1, -1.2, -1, 0
> CN(C)C(=O)NC(NC(=S)Nc1ccccc1)C(Cl)(Cl)Cl (stereo unspecified)
  0.0, -5, 0, 6, 0, -1, 1.5, 13, 3
> O=c1cc(-c2ccccc2)c2ccccc2[nH]1
  -0.1, 7, 4, 5, 2, 6, -0.1, 2, 7
> NS(=O)(=O)c1cccc(NC(=O)CC2(CC(=O)O)CCCC2)c1
  0.2, 0, 1, -1, 1, 3, -0.5, -7, 0
> O=C(NCc1ccco1)c1cnn2c(C(F)(F)F)cc(-c3cccs3)nc12
  0.0, 3, 0, 13, 0, 1, -0.4, 1, 3
> COC(=O)c1nc(-c2ccc(C)cc2)oc1N(C)C
  0.1, -2, 0, 3, -2, 2, 1.5, 3, 4
> Cc1ccc(S(=O)(=O)N2CCOCC2)cc1NC(=O)COC(=O)Cc1cccs1
  0.0, -2, 0, 2, 2, -4, -0.5, 6, 3
> CCCn1c(SCC(=O)Nc2cc(Cl)ccc2Cl)n[nH]c1=O
  0.2, 11, 0, -5, -10, -2, -1.5, -3, -10
> COc1cc([N+](=O)[O-])c(N2CCOCC2)c([N+](=O)[O-])c1OC
  -0.2, 6, 3, 4, -1, 6, -1.5, 2, 4
> Cc1nc(N2N=C(c3ccc(Cl)cc3)CC2c2ccco2)sc1C(=O)N(C)C (stereo unspecified)
  0.1, -1, 1, -1, -2, 20, 4.3, -8, 12
> CC1CCc2nn(CC(=O)Nc3ccc(F)cc3F)cc2C1 (stereo unspecified)
  -0.1, -1, 0, 0, 2, 5, -1.5, 1, 2
> CCCCN1C(=S)NC[C@@H]1Cc1ccc(O)cc1
  -0.1, -6, 1, 38, -1, 1, 3.3, 5, -3
> CC1(C)OCC(C2CC(c3ccccc3)NS(=O)(=O)O2)O1 (stereo unspecified)
  0.1, 4, 0, 9, -5, -6, -0.5, 6, -3
> Nc1[nH]n2c(=O)cc(-c3ccccc3)nc2c1N=Nc1ccc(S(N)(=O)=O)cc1
  -0.1, -11, 0, -3, 17, 6, -2.5, -4, 13
> Cc1c(-c2cc(C(=O)O)c3ccccc3n2)cnn1C
  0.1, 1, 3, 6, 0, 3, -2.9, 4, 6
> CCOCCCNC(=O)CN1C(=O)COc2ccc(S(=O)(=O)N3CC(C)CC(C)C3)cc21 (stereo unspecified)
  -0.1, 3, 1, 5, -2, -3, 1.7, -7, 4
> CN(C)CCOCCOc1ccc(Cl)cc1Br
  0.1, 6, 3, -3, 2, -3, 0.9, -5, 3
> CC(C)n1nc(C(=O)NCCCN2CCCC2=O)c2ccccc2c1=O
  1.3, -3, 2, 0, -3, -1, 0.2, 4, -2
> CC(C)(C)N(Cc1ccccc1)C(=O)c1cc2ccccc2o1
  -0.1, 0, 1, -4, 6, 1, -1.0, -25, -3
> CCCNC(=O)C1(CC2CC(c3ccccc3)=NO2)CCNCC1 (stereo unspecified)
  -0.1, -1, 0, 20, 3, 3, -1.4, 2, -1
> CCOc1ccccc1C(=O)N1CCN=C1SC
  -0.1, -1, 5, -3, -3, 1, -2.8, 6, 1
> COc1ccccc1C(=O)Nc1ccc2c(c1)nc1n2CCN(C2CCCCC2)C1
  0.0, -6, 0, -16, 0, 4, 1.0, -3, 9
> CCn1nnc(-c2ccccc2NS(=O)(=O)c2ccc(C(=O)OC)cc2)n1
  0.1, -2, 2, 7, 5, -6, 0.1, 2, -5
> O=c1cc(CN2CCN(Cc3ccccc3)CC2)c2ccc(O)c(O)c2o1
  0.0, 0, 4, 4, 5, 32, -8.9, 12, 19
> Cc1cc(C)c(C2=CC(=O)C[C@H](c3ccc4c(c3)OCO4)C2)c(C)c1
  -0.2, 2, 0, 11, ., -5, ., -5, 0
> CS(=O)(=O)c1nc(S(=O)(=O)c2ccc(Cl)cc2)c(N2CCC(O)CC2)s1
  0.0, -7, 1, 0, -3, 3, -2.0, -1, 4
> O=C(Cc1ccc(-c2ccccc2)cc1)OCC(=O)N1CCCC1=O
  0.1, 2, 2, -7, -6, -4, 0.3, -2, -3
> O=C(O)CCCC(=O)N1CCN(c2nc(-c3ccccc3)c3ccccc3n2)CC1
  0.0, -4, 32, 15, 0, 3, -0.7, -4, 14
> O=C(/C=C/c1ccco1)NCC1CCCO1 (stereo unspecified)
  -0.1, -5, 1, -3, -3, 13, -2.1, 18, 11
> COc1ccc2[nH]c3c(c2c1)CCN1C(=O)N([C@@H](C)C(=O)NC2CCN(Cc4ccccc4)CC2)C(=O)[C@]31C
  0.0, -2, 0, -11, 0, 5, 2.7, -10, 6

Reformatted in markdown: part of the list above.
| SMILES | Efflux pump mplx | PME-1 primary | GRK2 aptamer HTS | VLA-4 inh | Fam108B counter | MCL1 BIM primary | MEX-5 binding | GLD-1 TGE inh | Bcl-xL primary |
| --- | --- | --- | --- | --- | --- | --- | --- | --- | --- |
| CC(C)n1nc(C(=O)NCCCN2CCCC2=O)c2ccccc2c1=O | 1.3 | -3 | 2 | 0 | -3 | -1 | 0.2 | 4 | -2 |
| CC(C)(C)N(Cc1ccccc1)C(=O)c1cc2ccccc2o1 | -0.1 | 0 | 1 | -4 | 6 | 1 | -1.0 | -25 | -3 |
| O=C(Cc1ccc(-c2ccccc2)cc1)OCC(=O)N1CCCC1=O | 0.1 | 2 | 2 | -7 | -6 | -4 | 0.3 | -2 | -3 |
| O=C(O)CCCC(=O)N1CCN(c2nc(-c3ccccc3)c3ccccc3n2)CC1 | 0.0 | -4 | 32 | 15 | 0 | 3 | -0.7 | -4 | 14 |

The results go on.
Results follow in this order: Efflux pump mplx, PME-1 primary, GRK2 aptamer HTS, VLA-4 inh, Fam108B counter, MCL1 BIM primary, MEX-5 binding, GLD-1 TGE inh, Bcl-xL primary
> O=c1[nH]c2cc3c(cc2cc1C(c1nnnn1Cc1ccccc1)N1CCN2CCCC2C1)OCCO3 (stereo unspecified)
  0.0, -1, 0, 7, -3, 8, 4.1, 4, 5
> Nc1nc(-c2cccc(Br)c2)cs1
  -0.1, 12, 3, 0, -1, 9, -0.6, 2, 6
> CCCCNC(=O)c1onc(CSc2ccc(F)cc2)c1C(=O)NCCCC
  0.2, -2, 4, 3, 1, 6, 3.9, -5, 6
> Cc1nccc(-c2sc(-c3cccs3)nc2C)n1
  0.0, 3, 0, -10, 0, 0, 1.7, -2, 2
> CC(=O)c1cccc(OC(=O)C2=CC=CN3CCS(=O)(=O)N=C23)c1
  0.2, -6, 0, 0, ., -5, ., 8, -5
> c1cnc2ccc(C(c3nnnn3C3CCCCC3)N3CCN4CCCC4C3)cc2c1 (stereo unspecified)
  -0.1, -6, 2, 9, 8, 6, -2.4, -2, 5
> CCN(CC)S(=O)(=O)c1ccc(C(=O)Nc2ccc3c(c2)OCO3)cc1
  0.0, 5, 2, -2, 5, 27, 0.6, 7, -3
> COc1ccc(NC(=O)CCN2CCOCC2)c(OC)c1
  0.1, 3, 2, 10, -2, 1, -0.7, -8, 7
> COc1ccc(-c2noc(CNC(=O)c3ccc4c(c3)OCO4)n2)cc1
  -0.2, -2, 0, 6, 0, 11, -0.8, 3, 9
> Cc1ccc(C)c(OCCC(=O)OCC(=O)c2ccc3c(c2)NC(=O)CO3)c1
  -0.1, 3, 0, 0, 3, 3, 1.0, 0, 1
> C#CCNC(=O)C1=C[C@@H](C2CCCCC2)C[C@@H](OCCCCO)O1
  ., -2, ., ., 6, 6, -1.0, -8, 4
> O=Cc1ccc(OCC(=O)NCC2CCCO2)cc1 (stereo unspecified)
  -0.2, 1, 0, 11, 0, -3, 1.6, 5, -3
> O=C(Nc1cccc(S(=O)(=O)N2CCOCC2)c1)C1CCCC1
  -0.2, 4, 0, -6, ., -24, ., 9, -8
> CC(C)n1cc(/C=C2/NC(=O)NC2=O)c2ccccc21
  0.0, -3, 0, 9, 0, 2, -2.4, 7, 3
> Cc1cc(Cl)ccc1OCCCC(=O)OCC(=O)Nc1cccc(S(N)(=O)=O)c1
  -0.3, 8, 0, -2, ., -5, ., 10, -4

Some of these compounds in order of the GRK2 aptamer HTS value, falling.
canonical_smiles,GRK2 aptamer HTS
Nc1nc(-c2cccc(Br)c2)cs1,3
COc1ccc(NC(=O)CCN2CCOCC2)c(OC)c1,2
Cc1ccc(C)c(OCCC(=O)OCC(=O)c2ccc3c(c2)NC(=O)CO3)c1,0
